Bioassay records (PubChem)
HADH2 inh – HADH2 (human) dehydrogenase inhibition | recombinant HADH2, NADH fluorescence, beta-hydroxybutyryl-CoA | AID 886 | Q99714 | Potency, µM (series often up to 57.1 µM), for inactives: at the top dose activity change, negative = inhibition, most hits filed as inhibitors | 73,000 tested, 3.4% active; further: potency means the concentration at half of the fitted maximal effect; on the % scale 0 is the no-effect control and ±100 the full control effect; nearly all actives have a fitted effect of over 60% in size; many of its hits are not listed in these tables
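Read-out: 360 nm excitation, 450 nm emission, kinetic over 4 min. Conditions: His-tagged human HADH2 20 nM, pH 9.0 Tris with Tween-20, 1 mM NAD+, 90 uM beta-hydroxybutyryl-CoA.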
HEK293 cAMP cs – parental HEK293 cAMP activation (counter-screen) | parental HEK293 CNG cAMP sensor, membrane potential fluorescence | AID 938 | 73,000 tested, 2.5% active | Potency, µM (doses to about 57.1 µM), without a hit: at the highest dose activation, hits mostly activators; further: potency means the concentration at half of the fitted maximal effect; % of control where 0% means no effect; nearly all actives have a fitted effect of over 55% in size
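Parental HEK 293 cells stably expressing a modified CNG channel (no TSHR) report cAMP rise as membrane depolarization. Membrane potential dye with 100 uM RO 20-1724 was loaded for 60 min at room temperature, then compound added for 30 min; fluorescence read at 590 nm.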
Casp1 inh – caspase-1 (human) inhibition, allosteric or competitive; Caspase-1 enzyme, Ac-WEHD-AFC fluorogenic rate; Potency, µM (highest dose often 57.5 µM), inactives show at the top dose activity change, negative = inhibition, most hits filed as inhibitors; P29466; 75,000 tested, 0.03% active;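 further: potency means the concentration at half of the fitted maximal effect; plate controls were vehicle for no effect and no substrate for full effect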
Caspase-7 inhib – allosteric or competitive inhibitors of human caspase-7. P55210. recombinant caspase-7, Ac-DEVD-AFC fluorescence rate. Potency, µM (doses to about 57.5 µM), for the others: at the top dose activity change, negative = inhibition, actives largely listed as inhibitors. 75,000 tested, 0.02% active. AID 889; active means well fitted inhibition curve with a large enough effect in the main read-out, with a control signal flat, not every such curve was filed as active; inconclusive means small, poorly fitted or top-dose-only effect, or a change in a side signal; further: potency means the concentration at half of the fitted maximal effect; % of control where 0% means no effect
DNA Pol III inh – inhibitors of bacterial DNA polymerase III holoenzyme. reconstituted DNA polymerase III holoenzyme replication, biochemical. Potency, µM (series often up to 57.1 µM), for the others: at the top dose activity change, negative = inhibition. 71,000 tested, 0.25% active. AID 603; further: potency means the concentration at half of the fitted maximal effect; on the % scale 0 is the no-effect control and ±100 the full control effect
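Reconstituted *E. coli* holoenzyme (0.35 nM Pol III, 1 nM beta, 154 nM SSB, 2 nM primase) was preincubated with compound for 15 min at RT. Synthesis on 1.4 nM ssM13Gori ran 35 min, then was stopped with PicoGreen/EDTA and read as dsDNA fluorescence.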
Tau fil binding – tau filament binding; recombinant tau filaments, thioflavin S fluorescence, 15 h; filaments grown with octadecylsulfate alongside compound; Potency, µM (highest dose often 57.1 µM), inactives show at the top dose activity change, negative = inhibition; P10636; 71,000 tested, 2% active;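 further: potency means the concentration at half of the fitted maximal effect; on the % scale 0 is the no-effect control and ±100 the full control effect; actives lower thioflavin S fluorescence by blocking filaments or displacing dye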
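Tau 2 uM in ThS buffer dispensed; compound added; 60 uM ODS added (finals 1 uM tau, 30 uM ODS); 15 h 37 C; fluor ex450/em510.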
Rhodamine autofl – compound fluoresces in the rhodamine spectral region; Rhodamine-region fluorescence, 547/598 nm, Tris buffer; active compounds read high; max dye-equivalent concentration, M; 59,000 tested, 0.05% active; AID 594; in the data active means max dye-equivalent concentration above about 11 nM; inconclusive means between about 1.1 nM and that limit
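qHTS spectral profiling of compounds without any target or enzyme present, in pH 8.0 Tris buffer; plates were read after a 15-minute room-temperature incubation using the rhodamine-region filter set.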
USP2a inhib – inhibitors of human ubiquitin-specific protease USP2a; O75604; USP2a enzymatic assay, qHTS inhibition; Potency, µM (titrated, usually from 38.3 µM), inactives show at the top dose activity change, negative = inhibition, actives largely listed as inhibitors; 60,000 tested, 0.1% active;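 further: potency means the concentration at half of the fitted maximal effect; nearly all actives have a fitted effect of over 60% in size; plate controls were DMSO for no effect and NEM full inhibition control for full effect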
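USP2 core (20nM final) preincubated 30 min RT with compound, then Ub-PLA2 20nM and NBD C6-HPC 20uM final added; buffer 20mM Tris-HCl pH 8.0, 2mM CaCl2. Fluorescence Ex 460/Em 535 read at 0 and 2.5 h; normalized to NEM.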
15-hLO inh – blocks human 15-lipoxygenase activity; P16050; purified 15hLO-1, xylenol orange hydroperoxide absorbance; Potency, µM (doses to about 57.1 µM), for the others: at the highest dose activity change, negative = inhibition, hits mostly inhibitors; 74,000 tested, 1.4% active; AID 887; further: potency means the concentration at half of the fitted maximal effect; on the % scale 0 is the no-effect control and ±100 the full control effect; nearly all actives have a fitted effect of over 55% in size
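Hydroperoxide formed from arachidonic acid (50 uM) by purified human 15hLO-1 (40 nM) oxidizes ferrous iron, and the ferric-xylenol orange complex is read at 573 versus 405 nm. Compounds were preincubated 15 min; reaction ran 6 min at room temperature.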
BRCT PPI red – inhibitors of human BRCA1 BRCT-phosphoprotein interaction (red fluorophore); P38398; BRCT-phosphopeptide binding, red fluorescence polarization; Potency, µM (highest dose often 76.9 µM), for inactives: top-dose activity change, negative = inhibition, usual class: inhibitors; 75,000 tested, 0.03% active; AID 892; further: on the % scale 0 is the no-effect control and ±100 the full control effect
Target sequence (P38398 whole entry, looked up): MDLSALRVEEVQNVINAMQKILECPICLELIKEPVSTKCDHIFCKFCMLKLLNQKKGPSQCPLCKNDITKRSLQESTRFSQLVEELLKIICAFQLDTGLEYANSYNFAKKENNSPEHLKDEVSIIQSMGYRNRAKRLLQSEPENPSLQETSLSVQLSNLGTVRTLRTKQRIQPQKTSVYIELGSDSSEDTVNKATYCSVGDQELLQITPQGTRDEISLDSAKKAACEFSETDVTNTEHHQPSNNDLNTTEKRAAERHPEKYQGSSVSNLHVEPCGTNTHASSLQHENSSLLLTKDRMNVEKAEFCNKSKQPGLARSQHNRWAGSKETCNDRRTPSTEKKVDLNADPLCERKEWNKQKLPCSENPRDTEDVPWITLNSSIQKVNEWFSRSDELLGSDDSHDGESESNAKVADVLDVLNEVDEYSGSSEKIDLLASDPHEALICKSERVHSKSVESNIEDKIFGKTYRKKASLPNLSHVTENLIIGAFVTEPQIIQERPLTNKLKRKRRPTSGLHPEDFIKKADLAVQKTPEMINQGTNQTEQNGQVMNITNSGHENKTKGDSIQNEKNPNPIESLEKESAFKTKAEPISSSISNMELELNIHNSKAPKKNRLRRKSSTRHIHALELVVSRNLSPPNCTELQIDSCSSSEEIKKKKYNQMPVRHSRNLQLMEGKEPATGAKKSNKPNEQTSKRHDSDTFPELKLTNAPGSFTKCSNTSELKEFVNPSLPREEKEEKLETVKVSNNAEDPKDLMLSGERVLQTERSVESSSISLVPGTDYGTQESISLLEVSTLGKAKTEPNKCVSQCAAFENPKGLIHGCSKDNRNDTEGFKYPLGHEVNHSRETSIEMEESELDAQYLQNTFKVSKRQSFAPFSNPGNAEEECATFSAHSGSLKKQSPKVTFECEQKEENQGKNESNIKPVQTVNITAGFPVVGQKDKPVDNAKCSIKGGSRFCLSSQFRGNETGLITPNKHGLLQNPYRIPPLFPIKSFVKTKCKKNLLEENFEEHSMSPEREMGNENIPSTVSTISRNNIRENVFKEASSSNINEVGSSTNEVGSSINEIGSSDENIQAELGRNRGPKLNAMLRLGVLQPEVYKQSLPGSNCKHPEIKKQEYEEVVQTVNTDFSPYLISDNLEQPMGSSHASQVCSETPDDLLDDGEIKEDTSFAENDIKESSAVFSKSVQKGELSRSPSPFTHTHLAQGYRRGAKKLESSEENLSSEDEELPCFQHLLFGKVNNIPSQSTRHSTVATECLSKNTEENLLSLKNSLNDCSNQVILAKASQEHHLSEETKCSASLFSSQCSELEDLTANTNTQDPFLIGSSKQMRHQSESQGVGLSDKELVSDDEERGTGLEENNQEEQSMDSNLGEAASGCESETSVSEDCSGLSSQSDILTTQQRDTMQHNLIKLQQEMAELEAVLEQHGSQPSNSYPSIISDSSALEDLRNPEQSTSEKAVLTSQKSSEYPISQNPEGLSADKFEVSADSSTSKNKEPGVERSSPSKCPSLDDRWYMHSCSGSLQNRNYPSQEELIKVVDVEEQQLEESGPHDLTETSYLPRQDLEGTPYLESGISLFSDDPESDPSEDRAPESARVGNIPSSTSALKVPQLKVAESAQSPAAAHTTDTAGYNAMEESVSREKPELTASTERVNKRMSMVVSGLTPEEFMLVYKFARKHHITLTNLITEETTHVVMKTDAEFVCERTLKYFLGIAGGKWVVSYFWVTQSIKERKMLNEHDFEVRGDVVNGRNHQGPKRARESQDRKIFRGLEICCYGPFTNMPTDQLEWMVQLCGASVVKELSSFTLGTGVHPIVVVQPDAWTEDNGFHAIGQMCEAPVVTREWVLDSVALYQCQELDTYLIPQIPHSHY
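Rhodamine-labelled pBACH1 10-mer (100 nM) bound to BRCT domain (100 nM) at pH 7.3; compounds incubated 12 min room temperature, polarization read. Free peptide defines full inhibition; unlabelled decapeptide titrated as control.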
BRCT PPI green – BRCA1 BRCT-phosphoprotein interaction inhibition; P38398; Potency, µM (top dose mostly 76.9 µM), inactives show at the top dose activity change, negative = inhibition, hits mostly inhibitors; BRCA1 BRCT-phosphopeptide binding, green fluorescence polarization; 75,000 tested, 0.05% active; AID 875;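 further: potency means the concentration at half of the fitted maximal effect; plate controls were peptide without protein for full effect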
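Fluorescence polarization: His-tagged BRCT (~35 kDa BRCA1 C-terminus, 250 nM) bound to 100 nM fluorescein-labeled phosphorylated 10-aa BACH1 peptide, pH 7.3 phosphate buffer with DTT and Tween 20. Compounds incubated 12 min at room temperature; inhibition read as lowered polarization.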
Numbers without * were called inactive; i = inactive; ? = inconclusive; / = no result given; [ ] = another dose, or the depositor's remark. Unless noted, the call rests on the fitted dose curve; in most records, active means well fitted curve in the direction sought with a large enough effect; inconclusive means small, poorly fitted or top-dose-only effect, or another doubt; inactive means no such curve, though single readings can be large; an effect the other way counts as inactive or inconclusive. These rows are one share of the data; count on the stated rates, not on these rows.

SMILES	HADH2 inh	HEK293 cAMP cs	Casp1 inh	Caspase-7 inhib	DNA Pol III inh	Tau fil binding	Rhodamine autofl	USP2a inhib	15-hLO inh	BRCT PPI red	BRCT PPI green
CC1CCN(C(=O)CN(CCc2ccccc2)S(C)(=O)=O)CC1	15%	13%	0%	3%	-3%	6%	i	7%	3%	0.1%	-2.4%
COc1ccc(C(c2sc3nc(C)nn3c2O)N2CC(C)OC(C)C2)cc1OC (stereo not drawn)	-19%	1%	-5%	-4%	-4%	9%	/	/	2%	-0.5%	1.3%
CCOC(=O)c1cccc(NC(=O)C2CCC(CNc3c(N4CCOCC4)c(=O)c3=O)CC2)c1 (stereo not drawn)	-5%	-3%	1%	-1%	-1%	23%	/	/	-23%	-0.9%	-2.6%
CC(C)NC(=O)c1ccccc1-c1nc(-c2ccccc2Cl)no1	13%	?	1%	0%	2%	0%	i	13%	0%	1.9%	-1.2%
O=c1c(-c2ccc(F)c(F)c2)nc2cncnc2n1Cc1ccc(F)cc1	-5%	-48%[inhibitor]	-7%	-5%	-6%	16µM*	i	41%[activator]	-11%	-1.9%	-0.9%
COc1cccc(-n2c(SC)nnc2-c2cnccn2)c1	-7%	4%	0%	1%	1%	-2%	i	-2%	-1%	-1.3%	0.2%
CCCn1c(=O)c(Cc2ccccc2)c(O)c2ccccc21	?	22%	1%	-3%	-1%	-3%	i	-1%	1%	-0.9%	-6.1%
O=C(NCc1ccccn1)Nc1ccc2c(c1)OCO2	1%	-3%	-7%	-1%	-10%	0%	i	-7%	-5%	-1.0%	-1.2%
CCn1c(SCC(=O)Nc2ccc(OC)c(OC)c2)nnc1-c1cccs1	-8%	9%	-2%	-3%	-3%	-6%	i	-2%	5%	-1.0%	0.5%
C=CCn1c(SCC(=O)Nc2cc(C)c(Cl)cc2OC)nnc1-c1ccco1	-8%	25µM*	-2%	-3%	0%	18%	i	9%	-11%	0.3%	3.1%
CCOC(=O)Cn1c(CN2CCOCC2)nc2c1c(=O)n(C)c(=O)n2C	-4%	9%	-1%	-2%	-3%	19%	/	/	-25%	-3.3%	-5.1%
CCCc1nnc(NC(=O)Cn2c(=O)sc3ccccc32)s1	?	7%	-5%	-7%	-2%	-4%	i	4%	-9%	0.4%	0.6%
Cc1cccc(C)c1OCC(O)Cn1ccnc1C (stereo not drawn)	21%	14%	-4%	1%	-16%	-25%	/	/	4%	0.6%	-1.8%
Fc1ccccc1N1CCN(C(c2ccccn2)c2nnnn2C2CCCCC2)CC1 (stereo not drawn)	1%	76%	1%	-2%	-2%	4%	i	21%	12%	0.0%	-1.1%
CCCCNC(=O)CC1N=C2c3ccccc3N=C(SCC(=O)Nc3cccc(OC)c3)N2C1=O (stereo not drawn)	2%	4%	2%	-1%	-3%	-2%	i	40%[activator]	3%	-1.4%	-0.6%
O=c1cc(N2CCCC2)[nH]c(=O)n1-c1ccc(Cl)cc1	7%	14%[2.29 µM]	0%	1%	0%	6%	i	-5%	4%	-0.1%	-0.9%
CCC(CO)N=CC1=C(O)C(C(=O)c2ccccc2)CCC1=O (stereo not drawn)	-14%	-1%	-1%	0%	1%	16%	/	-1%	2%	-0.2%	-0.8%
Nc1cc(=O)[nH]n1C1CCN(c2ccccc2)CC1	13%	7%	-2%	7%	-7%	0%	i	19%	-19%	-2.3%	-1.6%
CCOC(=O)Cn1c(=NC(=O)CSC(C)=O)sc2ccccc21	-2%	28%	-4%	-2%	-2%	4%	/	/	-15%	-3.3%	0.9%
COC(=O)c1sccc1NC(=O)c1c(C)noc1C	?	-1%	-6%	-6%	2%	11%	i	34%[activator]	?	-1.8%	-7.0%
CCCCOc1ccc(-c2nnn(CCC(=O)N3CCOCC3)n2)cc1	7%	9%	-1%	-1%	-6%	4%	i	11%	0%	1.0%	0.4%
COc1cc2cc(CN(CCO)S(=O)(=O)c3ccccc3Cl)c(=O)[nH]c2cc1OC	5%	0%	-16%	-14%	-4%	34%	i	1%	-6%	-0.4%	-1.6%
Cc1[nH]c(=O)[nH]c(=O)c1S(=O)(=O)N(C)Cc1ccccc1	5%	-3%	0%	0%	-3%	6%	i	-3%	-2%	0.0%	-0.4%
COc1ccc(OC)c(NC(=O)COc2ccc(S(=O)(=O)NC(C)C)cc2)c1	4%	6%	1%	1%	-2%	1%	i	13%	-11%	-0.6%	-0.3%
CCCCCCCC#Cc1ccccc1/C=N/S(=O)C(C)(C)C (stereo not drawn)	3%[11.4 µM]	21%[11.4 µM]	-1%[11.5 µM]	0%[11.5 µM]	/	/	/	/	0%[11.4 µM]	1.5%[15.4 µM]	0.9%[15.4 µM]
Continued:
SMILES	HADH2 inh	HEK293 cAMP cs	Casp1 inh	Caspase-7 inhib	DNA Pol III inh	Tau fil binding	Rhodamine autofl	USP2a inhib	15-hLO inh	BRCT PPI red	BRCT PPI green
COc1cc(-c2nnc(SCC(=O)c3ccccc3)o2)cc(OC)c1OC	-13%	21%	-3%	1%	-1%	17%	i	8%	-9%	-1.1%	0.1%
Cc1ccccc1N1C(=O)c2cc(S(N)(=O)=O)c(Cl)cc2N[C@H]1C	-14%[25.6 µM]	17%[25.6 µM]	-4%[25.7 µM]	2%[25.7 µM]	6%[25.6 µM]	3%[25.6 µM]	i	-5%[17.1 µM]	5%[25.6 µM]	-0.5%[34.4 µM]	5.1%[34.4 µM]
O=C(c1ccncc1)N1CCN(C(=O)c2ccncc2)CC1	-9%	-1%	0%	-2%	-3%	0%	i	-6%	-6%	-1.1%	0.6%
Nc1ccc(S(=O)(=O)NCCS(=O)(=O)O)cc1	3%[11.4 µM]	8%[11.4 µM]	-2%[11.5 µM]	1%[11.5 µM]	-5%[11.4 µM]	0%[11.4 µM]	i	/	1%[11.4 µM]	1.0%[15.4 µM]	-1.4%[15.4 µM]
FC(F)(F)c1cc(-c2ccco2)nc(NCc2cccs2)n1	-16%	?	-3%	-1%	-5%	?	i	-26%	?	-0.8%	12%
CC1=C(C(=O)OCc2ccccc2)C(c2ccc(C)o2)C2=C(CCCC2=O)N1 (stereo not drawn)	-8%	-8%	-5%	-4%	/	/	/	/	-11%	-0.5%	0.0%
CCN(CC)S(=O)(=O)c1ccc(NC(=O)C(OC)c2ccccc2)cc1 (stereo not drawn)	11%	8%	0%	-2%	0%	-2%	i	5%	12%	0.2%	-0.6%
COc1ccc2c(c1)c(=O)c(Br)c(C)n2Cc1ccccc1	8%	32µM*	-2%	-1%	-2%	92%	/	-16%	-1%	1.7%	-1.8%
COc1ccc(Cc2nnc3n2N=C(c2cc4ccccc4o2)CS3)cc1OC	/	25µM*	1%	-3%	-2%	32µM*	i	24%	-26%	0.6%	2.2%
C=CCNS(=O)(=O)c1ccc(OCC(=O)OC)cc1	3%	4%	1%	1%	-1%	-9%	i	-8%	4%	1.2%	0.8%
O=C(NC1CCCC1)c1ccc2nc[nH]c2c1	12%	-4%	0%	1%	0%	13%	i	-6%	1%	-4.7%	-1.0%
CCOc1ccc(OCC)c(Nc2cc(C)nc3ncnn23)c1	-4%	16%	-2%	-2%	-4%	7%	/	/	8%	-2.0%	-2.3%
CC(C)(C)OC(=O)C1=NOC2(C=CC(=O)C=C2)C1	?	3%[11.4 µM]	-6%[11.5 µM]	1%[11.5 µM]	/	/	/	/	-11%[11.4 µM]	0.7%[15.4 µM]	-0.2%[15.4 µM]
CCCCCCCC(=O)O[C@H](CC(=O)O)C[N+](C)(C)C	5%	10%	0%	-2%	-3%	?	/	/	-2%[25.6 µM]	0.7%	-2.7%
COc1ccc(S(=O)(=O)NCCCCCC(=O)NCCCN2CCOCC2)cc1	5%	-2%	0%	2%	-12%	-16%	i	4%	6%	0.2%	-0.3%
Cc1noc(C)c1COC(=O)Cn1c(C)nc2ccccc21	-10%	5%	3%	1%	0%	11%	i	-3%	12%	2.9%	-9.2%
O=C(O)c1cc2nc(-c3ccc(F)cc3)cc(C(F)(F)F)n2n1	-3%	-8%	-10%	-8%	-10%	-13%	/	-3%	4%	0.6%	-5.0%
O=C(CCc1ccc(S(=O)(=O)N2CCOCC2)cc1)OCc1nc2ccccc2s1	4%	3%	-9%	-4%	-3%	-5%	i	11%	-16%	-1.3%	0.9%
